iPSC survival up = enhancers of human iPSC single-cell survival; AID 602274; hiPSC single-cell survival, ATPlite luminescence; 100% = ROCK inhibitor wells, 0% = DMSO; survival enhancement, % at 20 µM; hit rate 0.044% among 360,000; in the data active = survival enhancement above about 18%;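 also: cells exposed to compounds for 16 hours before the ATP read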
Shn3 inh set2 = inhibitors of Schnurri-3 3'UTR reporter in osteoblasts. inhibition, % at 12.5 µM. hit rate 0.52% among 360,000. Clone20 osteoblast Shn3 3'UTR firefly luciferase, 24 h. AID 588674;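 active = mean inhibition of at least 75% with every replicate also reaching 75%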;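 also: 0% = median of neutral control wells and 100% = pilot-screen positive control compound; some compounds past the cut are filed as inactive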
TRPM1 prom inh = MITF TRPM1 promoter inhibition in SK-MEL-5 cells; SK-MEL-5 TRPM1 promoter luciferase, 24 h; inhibition, % at 12.5 µM; hit rate 0.83% among 330,000; AID 488899;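 active = mean inhibition across replicates of 60% or more, whatever share of single replicates reaches that level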; also: values of inactives mirror those of a sister screen read the other way
Peg3 promoter = reduces Peg3 promoter-driven luciferase expression in HeLa; hit rate 1.7% among 360,000; HeLa PEG-Prom luciferase reporter, luminescence, overnight; inhibition, % at 20 µM;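 active = inhibition of at least 50% at 20 µM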
NR2E3 ag-1 = agonists of human nuclear receptor NR2E3; Q9Y5X4; GST-NR2E3/biotin-RetCOR TR-FRET, 1536-well; inhibition of corepressor binding, % at 4.78 µM; hit rate 0.12% among 320,000; AID 2300;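 active = percent inhibition above the cutoff of mean plus 3 SD of all tested compounds, set per screening campaign, cut at about 20% in these data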;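 also: 0% = DMSO wells and 100% = biotin wells as full block of FRET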
Target sequence (Q9Y5X4 whole entry, looked up): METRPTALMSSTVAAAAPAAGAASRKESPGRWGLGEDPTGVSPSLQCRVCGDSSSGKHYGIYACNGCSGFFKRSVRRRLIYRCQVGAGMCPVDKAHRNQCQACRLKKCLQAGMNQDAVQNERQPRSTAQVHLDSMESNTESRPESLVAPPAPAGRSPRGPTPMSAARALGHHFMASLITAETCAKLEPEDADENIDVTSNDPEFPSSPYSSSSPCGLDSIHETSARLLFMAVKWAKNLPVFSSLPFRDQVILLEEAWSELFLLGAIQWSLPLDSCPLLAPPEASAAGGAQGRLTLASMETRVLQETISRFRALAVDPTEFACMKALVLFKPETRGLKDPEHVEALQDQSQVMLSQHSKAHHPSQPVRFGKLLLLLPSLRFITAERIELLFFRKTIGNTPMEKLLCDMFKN
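Assay system: NR2E3–RetCOR corepressor complex. Quantity: 1.35 nM GST-NR2E3. Buffer or medium: pH 7.5 Tris-based buffer. Reagent: biotinylated RetCOR corepressor at 7 nM final. Schedule: 5 h at 4 °C. Detection: TR-FRET, emission read at 617 and 671 nm. Replicates: one well per compound, singlicate testing.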
CF NFkB inh = cystic fibrosis NF-kB activation inhibition; KKLEB NF-kB-GFP reporter, PAF-induced, GFP fluorescence overnight; inhibition, % at 5 µM; hit rate 0.86% among 360,000;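 active = at least 50% inhibition at 5 µM, scaled per plate between neutral and stimulator controls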;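 also: PAF is a Pseudomonas aeruginosa culture filtrate used as stimulus; plate controls were PAF-stimulated DMSO wells for no effect and unstimulated DMSO wells for full effect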
TRAIL sens C8 = caspase-8 TRAIL sensitization; inhibition (viability loss, TRAIL sensitization), % at 10 µM; NB7+C8 cells + TRAIL, ATPlite viability luminescence; AID 624354; hit rate 1% among 360,000;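 active = compounds causing at least 50% loss of cell viability in the single-dose screen, relative to plate controls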
NR2E3 ag-2 = agonists of human NR2E3 nuclear receptor | Q9Y5X4 | CHO-S Gal4-NCOR/VP16-NR2E3 two-hybrid, luciferase | inhibition of corepressor binding, % at 3.98 µM | hit rate 0.35% among 360,000 | AID 602229;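 active = inhibition above the mean of all tested compounds plus 3 SD, cut at about 70% in these data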;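 also: 0% = DMSO with NR2E3 transfected cells and 100% = cells lacking NR2E3 construct; higher means lower luciferase signal from less NR2E3 corepressor binding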
EBV LMP1 NFkB = inhibitors of Epstein-Barr LMP1-induced NF-kappaB reporter; LMP1-induced NF-kappaB luciferase reporter cells, luminescence; inhibition, % at 12.5 µM; hit rate 0.69% among 350,000; AID 504558; in the data active = inhibition above about 41%;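 also: 0% = neutral control wells and 100% = reference inhibitor control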
HIF-2a block = inhibitors of HIF-2a; 786-0 RCC cells HIF-2a reporter, luciferase luminescence, overnight; AID 624352; hit rate 0.72% among 360,000; inhibition, % at 18.8 µM;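 active = inhibition of the luminescence signal of 40% or more relative to plate controls, in a single-dose primary screen at 18.75 µM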
KKLEB tox = CF airway cell cytotoxicity counter-screen. KKLEB CF airway cells viability, ATPlite luminescence, overnight; hits give low values; cells stimulated with P. aeruginosa culture filtrate. activity change (cytotoxicity), % at 5 µM. hit rate 0.36% among 360,000. AID 602141;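 active = corrected activity change at or below -50% at 5 µM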
Starred values were filed as active, the others as inactive; . = not tested or not shown.

Compound,iPSC survival up,Shn3 inh set2,TRPM1 prom inh,Peg3 promoter,NR2E3 ag-1,CF NFkB inh,TRAIL sens C8,NR2E3 ag-2,EBV LMP1 NFkB,HIF-2a block,KKLEB tox
O=C(CSC1=NCCS1)NC(c1ccccc1)c1ccccc1,-2.0,-21,7,-10,-2,-24,-2,5,-12,15,27
CCCN1/C(=C(\C#N)C2=NS(=O)(=O)c3ccccc32)N(C)c2ccccc21,0.3,-4,-4,6,.,0,-14,-5,-3,12,4
COC(=O)c1ccc(/C=N\NC(=O)c2c(C)nc3ccc(Cl)cn23)cc1,-0.4,6,.,13,2,6,26,-6,-6,22,-8
CCn1c(=O)c(C(=O)CC#N)c(N)n(Cc2ccccc2)c1=O,0.1,5,-3,1,1,14,-7,-27,-3,3,-8
Cc1ccc(NC2=NCCC2)cc1Cl,-1.2,-26,13,-2,1,-10,-7,2,2,0,-7
Cc1ccc(-n2c(C)cc(/C=N/NC(=O)Cn3c4ccccc4c(=O)c4ccccc43)c2C)cc1,1.3,4,6,6,3,-24,-1,-44,8,-6,4
CCOC(=O)C1CCN(C(=O)c2cccc(Cl)c2)CC1,0.2,-1,-9,10,2,8,3,7,-4,4,0
CCC(C)C1NC(=S)N(Cc2ccccc2)C1=O (configuration not stated),-2.5,0,1,5,5,17,-13,-3,-1,1,5
COc1cc(/C=N/N2CCOCC2)ccc1OCc1ccc(Cl)cc1,-0.1,-53,-99,-329,-3,13,-4,-107,-17,-92,-3
Cc1cccc(OCCCC(=O)N2CCCc3ccccc32)c1C,-0.1,-22,11,8,-2,5,23,-7,-1,-16,-14

By substructure, the entries above with nitrogen in an aromatic ring.
Compound,iPSC survival up,Shn3 inh set2,TRPM1 prom inh,Peg3 promoter,NR2E3 ag-1,CF NFkB inh,TRAIL sens C8,NR2E3 ag-2,EBV LMP1 NFkB,HIF-2a block,KKLEB tox
COC(=O)c1ccc(/C=N\NC(=O)c2c(C)nc3ccc(Cl)cn23)cc1,-0.4,6,.,13,2,6,26,-6,-6,22,-8
CCn1c(=O)c(C(=O)CC#N)c(N)n(Cc2ccccc2)c1=O,0.1,5,-3,1,1,14,-7,-27,-3,3,-8
Cc1ccc(-n2c(C)cc(/C=N/NC(=O)Cn3c4ccccc4c(=O)c4ccccc43)c2C)cc1,1.3,4,6,6,3,-24,-1,-44,8,-6,4

The main list resumes, repeating the 2 entries before the break.
Compound,iPSC survival up,Shn3 inh set2,TRPM1 prom inh,Peg3 promoter,NR2E3 ag-1,CF NFkB inh,TRAIL sens C8,NR2E3 ag-2,EBV LMP1 NFkB,HIF-2a block,KKLEB tox
COc1cc(/C=N/N2CCOCC2)ccc1OCc1ccc(Cl)cc1,-0.1,-53,-99,-329,-3,13,-4,-107,-17,-92,-3
Cc1cccc(OCCCC(=O)N2CCCc3ccccc32)c1C,-0.1,-22,11,8,-2,5,23,-7,-1,-16,-14
CCCC(=O)N1N=C(c2ccccc2)CC1c1cn(C)c2ccccc12 (configuration not stated),-1.3,-1,8,-15,0,-3,-7,-9,0,-51,4
O=C(CCc1ccccc1)Nc1ccnn1C1CCN(Cc2ccc(OCCO)cc2)CC1,-0.5,0,2,-9,0,20,4,2,-14,-1,-11
CC1(C)CC(NC(=O)c2cc(S(=O)(=O)N3CCCCC3)ccc2Cl)CC(C)(C)N1,0.0,6,-1,7,2,-12,-8,-11,-1,9,5
Cc1ccc(OCCCn2ccnc2)cc1C,6.8,17,2,0,2,5,1,-1,-10,-8,-4
O=C(Cc1ccccc1)NCc1ccc(-n2cccc2)cc1,-2.7,9,20,1,2,19,-10,-60,-30,-12,-13
Cc1ccc(CNC(=O)C2CCCCN2S(=O)(=O)c2ccccc2)cc1 (configuration not stated),0.5,3,0,21,-3,16,-8,-35,-3,16,-23
COC(=O)c1cc(NS(=O)(=O)c2ccc(F)cc2)ccc1N1CCOCC1,-0.2,-11,-3,9,-2,-2,1,-10,-7,17,5
C=CCNC(=O)COc1coc(CN2CCN(C(=O)c3ccco3)CC2)cc1=O,-0.7,-9,8,15,0,5,-13,0,-3,20,-12
Cc1ccccc1C(=O)NNC(=O)c1ccc(F)cc1,-1.1,3,-11,-50,2,10,-8,-26,6,-39,-4
Cc1ccc(NNC(=O)c2ccc(Cl)cc2)nn1,-0.5,-6,-4,-6,0,14,-6,-19,-6,-2,-5
O=C(CCC(=O)NNC(=O)c1ccccc1[N+](=O)[O-])NCc1ccccc1,-0.1,-6,9,0,3,-1,8,-23,-7,6,6
Cc1ccc(-n2cc(CN3CCC(CO)(Cc4cccc(C(F)(F)F)c4)CC3)cn2)cc1,-2.5,58,43,108*,4,19,11,1,6,7,-25
CCOc1ccccc1CNC(=O)C1CCCN(c2ncnc3c2nc2n3CCCCC2)C1 (configuration not stated),1.4,8,2,14,1,14,5,-13,-3,16,1
O=C(CSc1n[nH]c(=O)n1Cc1ccco1)c1ccc(F)cc1,0.4,22,.,3,-1,6,-38,-7,.,-5,-3
Cc1ccc(C(=O)N(C)Cc2ccc(N3CCOCC3)cc2)cc1S(=O)(=O)NCc1ccccc1,0.4,29,11,11,3,14,-2,12,-5,13,5
CCOC(=O)c1c(C)n(C)c2ccc(OCC(O)Cn3c(C)nc4ccccc43)cc12 (configuration not stated),0.0,40,3,47,-2,-13,-1,12,-2,0,-27
CCOc1ccc(N(CC(=O)NCCc2ccccc2)S(=O)(=O)c2ccccc2)cc1,0.7,-4,.,12,0,-3,-2,2,-2,3,-13
Cc1ccc(C(=O)OC(C)CN2CCN(C)CC2)cc1 (configuration not stated),-0.3,-11,-19,-34,4,-2,1,-21,-12,-73,5
CCCS(=O)(=O)N1CCN=C1SCc1ccc(F)cc1,0.1,17,6,-5,0,-7,-6,-15,0,3,-11
O=C(CCN1CCN(Cc2ccccc2)CC1)NNC(=O)c1cc2ccccc2o1,-1.0,2,.,13,.,13,-10,6,2,1,7

(next part)
Below each SMILES – iPSC survival up	Shn3 inh set2	TRPM1 prom inh	Peg3 promoter	NR2E3 ag-1	CF NFkB inh	TRAIL sens C8	NR2E3 ag-2	EBV LMP1 NFkB	HIF-2a block	KKLEB tox
> O=C(CSc1ccccc1)NC(=O)NCc1ccccc1
→ -0.4	1	-5	-1	-2	15	2	-3	0	-9	6
> O=C(N/N=C/c1ccc(O)c(O)c1)c1cc(-c2ccccc2)nc2ccccc12
→ -0.3	-45	-10	6	2	-18	30	-10	5	-2	6
> CCc1nc2c3cnn(-c4cc(Cl)ccc4C)c3ncn2n1
→ -0.7	-18	2	-9	0	-15	8	-4	-1	-20	-7
> CCN(CC(=O)Nc1ccc(NC(C)=O)cc1)C(=O)c1ccccc1Sc1ccccc1C#N
→ -0.1	16	5	12	0	2	6	17	0	3	4
> CC1CCCN(S(=O)(=O)c2ccc(CN3C(=O)c4cccnc4C3=O)cc2)C1 (configuration not stated)
→ 1.3	0	6	-4	-1	19	-6	-10	4	7	2
> O=c1c2ccccc2nnn1CCO
→ 1.9	3	8	9	0	15	-4	3	5	7	-10
> CCOc1ccc(NC(=O)c2cc3c(C)nc4ccccc4c3o2)cc1
→ 2.7	25	-5	5	4	-18	31	1	0	-14	-20
> Cn1c(SCC(=O)Nc2nccs2)nnc1C1CC1
→ -0.6	-3	-2	6	1	-25	-8	-22	3	-16	10
> COc1ccccc1NC(=S)Nc1ccc2cn[nH]c2c1
→ -0.7	-6	9	-21	-1	6	-3	8	-5	-56	4
> COc1cc(/C=c2\s/c(=C(/C#N)C(=O)N3CCCC3)n(-c3ccccc3)c2=O)ccc1O
→ 1.6	-2	-5	39	1	21	6	-10	-3	20	2
> O=C1NC(c2ccccc2OC(F)F)Oc2ccccc21 (configuration not stated)
→ -0.5	-8	3	3	0	5	1	-7	3	14	9
> O=C(c1cc(-c2ccccn2)nc2ccc(Br)cc12)N1CCN(S(=O)(=O)c2ccccc2)CC1
→ -1.3	11	16	31	1	-14	-2	-13	0	22	-3
> Cc1ccc(S(=O)(=O)Nc2ccc(C(=O)N3CCCC3)cc2)c(C)c1NS(C)(=O)=O
→ 0.1	-12	-1	13	5	-16	-7	-22	-1	10	-2
> N#C/C(=C\c1c(N2CCOCC2)nc2ccccn2c1=O)C(=O)NC1CCS(=O)(=O)C1 (configuration not stated)
→ 0.1	6	.	13	-2	-28	-2	-5	.	11	30
> CCN1C(=C2C(=O)c3ccccc3C2=O)C=Cc2ccccc21
→ 0.1	-12	-2	-44	2	-2	-8	-23	-13	-67	-2
> CC(C)CCNC(=O)C(=O)NCCC1=CCCCC1
→ 0.2	-6	-10	-60	-2	-3	3	-17	-3	-56	11
> O=C(Nc1nc2cc3c(cc2s1)OCCO3)c1ccncc1
→ -0.1	-52	-60	-311	-3	-13	39	-155	-2	-242	4
> CCOC(=O)c1c(C)[nH]c(C(=O)OC)c1CCC(=O)OC
→ -1.6	21	-4	2	1	5	-4	-14	-3	12	-5
> COc1ccc(NC(=O)CN(C)CC(=O)N(C)C2(C#N)CCC(C)CC2)cc1 (configuration not stated)
→ 3.3	-4	3	15	7	1	-13	15	0	5	0
> Cc1n[nH]c(C)c1S(=O)(=O)N1CCC(C(=O)O)CC1
→ 0.7	-9	-7	9	2	-2	0	15	2	28	-4
> Cc1ccccc1NC(=O)N1C2CCCC1CC(NC(=O)C(C)(C)C)C2 (configuration not stated)
→ 1.3	-16	-13	2	.	10	-26	-19	-12	15	-23
> Cc1c(C(=O)O)oc2ccc(S(=O)(=O)N3CCCC3)cc12
→ -0.4	3	-2	2	0	-3	-7	6	5	8	12
> COc1ccc(NC(=S)NC2CCCCC2)c(OC)c1
→ -0.8	5	-4	-7	-1	-8	-1	-4	-2	-5	-8
> COc1ccc(C(=O)Nc2cc(Cl)ccc2-n2cncn2)c(OC)c1OC
→ -0.1	-8	20	15	-2	8	4	3	2	8	-13
> O=C(Cn1c(NCCCO)nc2ccccc21)c1ccc(Cl)cc1
→ -0.4	5	7	7	2	18	-16	28	-1	15	-12

Compound activity: PubChem BioAssay, several laboratories

These rows are one share of the data; rates above refer to the full screens.
